14-3-3 Bad PPI: disrupts binding of bovine 14-3-3 zeta to phospho-Bad peptide. TR-FRET 14-3-3zeta/Dy647-pBad peptide displacement, 1 h. inhibition, % at 21.7 µM. 220,000 compounds, 0.71% hits;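 active = inhibition above about 70%, limit read from the data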;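 also: 0% = full 14-3-3 plus peptide FRET controls and 100% = background without 14-3-3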
Target sequence (P63103 whole entry, looked up): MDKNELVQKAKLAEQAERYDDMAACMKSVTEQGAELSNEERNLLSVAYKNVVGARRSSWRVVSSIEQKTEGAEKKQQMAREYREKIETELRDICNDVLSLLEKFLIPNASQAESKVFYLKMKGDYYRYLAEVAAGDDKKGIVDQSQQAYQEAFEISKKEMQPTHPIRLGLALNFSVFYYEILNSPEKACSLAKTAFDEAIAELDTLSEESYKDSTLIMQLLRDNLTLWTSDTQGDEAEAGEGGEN
p47phox inh: inhibitors of human p47phox binding; P14598; p47phox/p22phox peptide binding, fluorescence polarization, 2 h; inhibition, % at 24.7 µM; 220,000 compounds, 0.53% hits; AID 1274;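 also: 0% = p47phox with labelled peptide and 100% = labelled peptide alone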
Target sequence (P14598 whole entry, looked up): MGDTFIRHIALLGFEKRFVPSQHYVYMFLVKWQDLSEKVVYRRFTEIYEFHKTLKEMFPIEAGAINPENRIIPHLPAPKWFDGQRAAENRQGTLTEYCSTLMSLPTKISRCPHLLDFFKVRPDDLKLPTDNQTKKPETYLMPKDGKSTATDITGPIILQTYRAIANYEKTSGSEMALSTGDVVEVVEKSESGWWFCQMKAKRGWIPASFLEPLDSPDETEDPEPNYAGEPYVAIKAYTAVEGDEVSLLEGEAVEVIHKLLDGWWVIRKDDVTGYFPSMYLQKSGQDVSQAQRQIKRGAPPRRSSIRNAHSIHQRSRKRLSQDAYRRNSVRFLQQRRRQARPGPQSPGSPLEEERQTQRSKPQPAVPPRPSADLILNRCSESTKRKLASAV
hK5 inh: inhibitors of human kallikrein 5 | 210,000 compounds, 0.59% hits | Q9Y337 | inhibition, % at 5 µM | recombinant hK5, fluorogenic AMC substrate cleavage;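 active = inhibition of 40% or more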;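 also: 0% = enzyme controls without compound and 100% = no-enzyme blanks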
Furin inhibitor: blocks human furin protease activity | 220,000 compounds, 0.061% hits | AID 463115 | inhibition, % at 30 µM | P09958 | purified furin, fluorogenic substrate cleavage; in the data active = inhibition above about 25%; also: inactives centre near -15
KCC2 mod: modulators of human KCC2 chloride dependent transport. Q9H2X9. KCC2 cells, thallium flux FluoZin-2 fluorescence. B-score of Tl+ flux slope (higher = more flux/activation; lower = inhibition) at 10 µM. 190,000 compounds, 2.2% hits. AID 1456;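 active = thallium flux slope and its plate-corrected score both differing from the plate sample mean at a set confidence after two filtering rounds, in either direction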;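 also: slope of fluorescence scaled to starting intensity during 10 to 20 s after thallium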
eIF4E-4G inh: inhibitors of eIF4E and eIF4G interaction in translation initiation; 220,000 compounds, 0.37% hits; inhibition, % at 21.7 µM; AID 782; P63073+Q04637; TR-FRET eIF4E-eIF4GI(517-606) binding, 2 h;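 also: 0% = full FRET control wells and 100% = background wells lacking eIF4GI fragment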
Thrombin inh: inhibitors of human thrombin; inhibition, % at 5 µM; 220,000 compounds, 0.26% hits; alpha-thrombin, Boc-VPR-AMC fluorogenic substrate cleavage; AID 1046;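 active = inhibition at or above 40%; inactive = inhibition below 40%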;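 also: 0% = enzyme with no compound and 100% = wells without enzyme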
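Material: human alpha-thrombin enzyme / Medium: pH 7.5 Tris (50 mM) with NaCl 150 mM, Tween 20 0.05% / Compound: single-point dosing at 5 µM, 0.2% DMSO / Incubation: enzyme reaction carried out at room temperature / Detection: AMC fluorescence, 355/460 nm / Read-out basis: percent inhibition scaled between no-compound controls and no-enzyme blanks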
EBV gp42 block: EBV gp42 inhibition | Q1HVG2 | Fluorescence polarization binding assay, mP read-out | inhibition, % (tested at 21.74 µM) | 220,000 compounds, 0.42% hits | AID 1085; in the data active = inhibition above about 50%
Target sequence (Q1HVG2 whole entry, looked up): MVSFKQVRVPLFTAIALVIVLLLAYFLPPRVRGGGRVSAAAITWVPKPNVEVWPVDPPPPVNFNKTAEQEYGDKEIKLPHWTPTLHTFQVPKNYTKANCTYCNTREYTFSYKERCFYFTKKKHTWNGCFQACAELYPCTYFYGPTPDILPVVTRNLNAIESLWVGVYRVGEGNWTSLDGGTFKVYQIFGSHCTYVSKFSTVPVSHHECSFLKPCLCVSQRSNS
Rad51 HR inh: blocks human Rad51 in homologous recombination. AID 1385. Q06609. inhibition, % at 10 µM. hRad51 DNA strand exchange, fluorescence dequenching. 200,000 compounds, 0.085% hits;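 active = inhibition above 40% at the single screening dose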;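 also: 0% = DMSO control wells and 100% = blanks with heterologous ssDNA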
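Assay system: Human Rad51 nucleoprotein filaments preassembled on unlabelled ssDNA | Reagent: Donor/quencher-labelled 47-bp dsDNA substrate | Doses: One concentration, 10 µM final | Times: 37 °C 15-min filament assembly, 30-min compound preincubation, 15-min exchange | Technique: Fluorescein emission 520 nm, excitation 485 nm | Benchmarks: Plate control and blank wells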
* hit, by the source's call; x = not tested or not shown; [ ] = remark or other dose.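 The calls were made as follows, unless noted: active = inhibition above about 30% (limit read from the data); inactive = the rest.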

14-3-3 Bad PPI	p47phox inh	hK5 inh	Furin inhibitor	KCC2 mod	eIF4E-4G inh	Thrombin inh	EBV gp42 block	Rad51 HR inh	molecule
10	-22	3	-9[20 µM]	-2.1	-1[fluorescence artefact?]	-20	-19	4	O=C(CSc1nnc(-c2ccco2)n1Cc1ccco1)Nc1ccccc1
14	-2	-22	3[20 µM]	-1	-4	1	-8	-7	O=C(NCc1ccco1)c1cc2c(s1)CCCCC2
-6	0	-5	-17	-0.48	2	0	12	-1	CCOc1ccc(S(=O)(=O)Nc2cccc(C)c2)c2cccnc12
7	-9	-8	10[20 µM]	1.6	3	5	-21	-2	C=C(C)CSCc1nc2ccccc2[nH]1
-4	-5	0	-11	1	-3	-3	-12	-2	COc1ccccc1-n1cnnc1SCC(=O)Nc1cc(C(C)(C)C)nn1-c1ccccc1
-2	5	-12	-11[20 µM]	0.0066	0[fluorescence artefact?]	-4	-11	-5	O=C(Nc1nccs1)c1cccc(NC(=O)c2ccco2)c1
8	-9	-7	-26	x	-1	-11	0	-5	CCSc1nnc(NC(=O)CSc2nnc(-c3c[nH]c4ccccc34)n2C)s1
-17	2	-2	-25	-0.042	2	-4	-12	14	COCCNC(=S)NN=C1CCCCC1
4	-12	-11	-12	-0.26	17	-1	-3	18	C/C(=N\OCc1ccccc1)c1c(O)cc(C(C)C)n(-c2ccccc2)c1=O
1	4	-17	-13	1.4	-1	0	3	3	Cc1c2c(nc3nnnn13)CCCC2
-2	-6	-4	-13	5.2	7	4	-5	-3	Cc1cc(C(=O)NNC(=O)c2cccc(C(F)(F)F)c2)no1
-2[fluorescence artefact?]	-1	-40	-19[20 µM]	1.4	-5	2	-6	1	O=C1Nc2ccc(S(=O)(=O)N3CCCC3)c3cccc1c23

Next section, starting with the last 2 of the part before.
14-3-3 Bad PPI	p47phox inh	hK5 inh	Furin inhibitor	KCC2 mod	eIF4E-4G inh	Thrombin inh	EBV gp42 block	Rad51 HR inh	molecule
-2	-6	-4	-13	5.2	7	4	-5	-3	Cc1cc(C(=O)NNC(=O)c2cccc(C(F)(F)F)c2)no1
-2[fluorescence artefact?]	-1	-40	-19[20 µM]	1.4	-5	2	-6	1	O=C1Nc2ccc(S(=O)(=O)N3CCCC3)c3cccc1c23
-6	-2	-3	-25	0.94	-3	-3	10	8	CCC(CC)C(=O)Nc1cccc(C(=O)Nc2nnc(C)s2)c1
3[fluorescence artefact?]	4	-29	-33[20 µM]	1.2	-7	-2	-3	3	COc1ccc(NC(=O)c2c(C)cc(=O)oc2C)c(OC)c1
-6	-4	-1	0	-0.35	-2	-4	-4	13	CCn1c(SCC(=O)N(C)c2c(N)n(Cc3ccccc3)c(=O)[nH]c2=O)nc2ccccc21
-4	-2	-11	-2	-4.8*	-1	2	-5	-4	Cc1cc(C)cc(NC(=O)c2oc3ccccc3c2COc2ccccc2)c1
0[fluorescence artefact?]	-5	-2	-22	-0.22	-1	-24	-26	-7	CCOC(=O)CN1C(=O)C(CC)Oc2ccccc21 (stereo not drawn)
-6	-3	-4	-1	-0.26	-1	-5	3	x	CC1(C)CC(=O)C2=C(C1)OC(N)=C(C#N)C2c1ccoc1 (stereo not drawn)
-18[fluorescence artefact?]	2	-5	-6	2.5	-6[fluorescence artefact?]	-4	2	5	CC(=O)c1ccc(NC(=O)COC(=O)CCN2C(=O)c3cccc([N+](=O)[O-])c3C2=O)cc1
-3	-5	58*	-14[20 µM]	x	9	23	15	3	C=CCNc1cnn(-c2ccc(C)cc2)c(=O)c1Cl
84*	-11	1	-15[20 µM]	1.3	2	-3	-14	-1	CCCN(CCO)Cc1ccc(Br)cc1
53	-8	2	-21	0.02	0	-3	-6	x	CCOC(=O)N1CCC(N2CCN(S(=O)(=O)c3ccc(OC)cc3)CC2)CC1
1	-13	1	-30	-0.98	3	-6	-6	-2	Cc1ccc(Cl)cc1N1CCN(C(=O)Cc2c(C(=O)O)[nH]c3ccc(Cl)cc23)CC1
-19	-2	1	-17	75*	0	1	2	7	CCn1c(=S)[nH]c2sc3c(c2c1=O)CCCCC3
4	-1	70*	-2	0.76	2	12	-2	-5	COC(=O)c1cccc(NC(=O)NC(=O)c2ccc(Cl)cc2)c1
1	-11	6	-13	0.66	-1	7	-15	-12	O=C(Nc1cccc(S(=O)(=O)NC2=NCCC2)c1)C1CCCCC1
-1	-8	-2	-24	0.89	-2	-3	-11	23	NC(=S)Nc1cccc(-c2n[nH]c(=S)o2)c1
-6	-16	6	-13[20 µM]	0.089	4	-3	-6	1	Cc1cccc(C)c1-n1c(C)cc(/C=C2\C(=O)NN(c3ccccc3)C2=O)c1C
-8	-13	1	-16	-0.11	-3	-4	-12	0	Cc1ccc(NC(=O)OCc2ccccc2S(C)=O)cc1 (stereo not drawn)
26	8	-3	-15[20 µM]	x	-3	-5	7	4	CCN(CC)CCCOc1ccc(C)cc1Br
x	-4	-1	-12[20 µM]	-0.028	x	3	-22	2	N#CCSCC(=O)Nc1ccc(F)cc1
-10	-9	-1	-15[20 µM]	x	-1	-6	-4	2	S=C(NCCC1=CCCCC1)Nc1ccccc1
2[fluorescence artefact?]	3	-6	-11[20 µM]	0.22	0	-2	-6	5	COCCNC(=O)c1ccc(CN2CCOCC2)cc1
1	-15	-5	-14	1.3	-1	-25	1	-1	O=c1[nH]c(CSc2nc3ccccc3s2)nc2ccccc12
-1	-12	1	-26	0.18	0	1	-10	16	COc1ccc(CCNC(=O)CSc2nnc(Cc3cccn3C)n2C)cc1OC
4	-5	-6	-25	-0.18	0	-2	-5	1	COc1cc(C(=O)O/N=C2/C=C(C)C(=O)C=C2C)cc(OC)c1OC
-2	-10	-22	-14[20 µM]	x	1	1	-1	2	Cc1cc(NC(=O)c2cnn3cccnc23)nn1CC(=O)Nc1cccnc1
24[fluorescence artefact?]	-119	-6	-20	-0.027	5	-5	-19	-5	N#C/C(=C/c1ccc(CNC(=O)C(=O)Nc2cc(Cl)cc(Cl)c2)o1)C(=O)NCc1cccnc1
6	-1	19	-16	-0.0078	-1	-2	-3	-6	CN=C(C)/C(C(=O)OC)=C(/O)c1ccc(Cl)cc1Cl
1	-8	3	-27[20 µM]	-0.62	1	0	-9	-6	COc1cc(CO)ccc1Oc1nnnn1-c1ccc(C(N)=O)cc1
1	-1	3	-13	-3.7*	-1[fluorescence artefact?]	1	-8	-3	COc1ccccc1-c1ccc(=O)n(CC(=O)NCc2ccc3c(c2)OCO3)n1
5	-254	-3	-29	-0.46	-1[fluorescence artefact?]	-2	86*	-20	N#C/C(=C\C1=C(N2CCOCC2)C(=C/c2cccc([N+](=O)[O-])c2)/CC1)C(=O)Nc1ccccc1F
-2	-7	-17	-6	x	1	-1	-22	-1	O=C(c1ccco1)N1CCN(CC(=O)N2CCCc3c2c(=O)oc2ccc(O)cc32)CC1
3	-26	2	-3	-4.1*	4	0	-8	-11	CCc1cc2ccc(OC)cc2nc1SCC(=O)N1CCN(C(=O)c2ccco2)CC1
-11	1	-6	-16	-0.15	-16	-2	-1	1	Cc1nn(-c2ccccc2)c2[nH]c(=O)c(CNc3ccc4c(c3)OCCO4)cc12
1	5	-4	-15	-0.021	-6	-6	-7	-18	COc1cccc(N2CC(=O)N(NC(=O)c3sc4nc(C)cc(C)c4c3N)CC2=O)c1
9	-13	-9	-20	x	-3	1	0	1	CC(C)Oc1ccc(C(CC(=O)O)NC(=O)C2CCCCC2)cc1 (stereo not drawn)
-5	6	x	-29	-0.36	3	-3	-12	x	Cc1ccn(CC(=O)N2CCCC(C(=O)c3cccc4ccccc34)C2)n1 (stereo not drawn)
-1	-3	-11	-9[20 µM]	1.4	-3	2	-8	-6	COc1ccc(N(C(C)C(=O)N/N=C/c2ccc(OC(C)C)cc2)S(C)(=O)=O)cc1 (stereo not drawn)
-9	-13	-20	-9	-0.021	-7	-2	-6	-10	CC(Oc1ccc(Cl)cc1Cl)C(=O)NCCN1CCOCC1 (stereo not drawn)
-3	-14	-16	-16[20 µM]	-0.011	-11	1	-9	5	CC12C(=O)N(c3cccc(OC(=O)c4ccco4)c3)C(=O)C1C1c3ccccc3C2c2ccccc21 (stereo not drawn)
8	-13	-12	4	-0.6	-1	-8	0	x	COc1ccccc1NC(=S)N/N=C/c1ccc(O)cc1
8	-6	-6	-25	0.88	1	0	0	16	Cc1cc(CNC(=O)COc2c(F)c(F)cc(F)c2F)c2ccccc2n1
10	-7	-4	-16	x	2	0	-10	1	CC(=O)N1CCc2ccc(C(=O)CN3CCN(c4cccc(C)c4C)CC3)cc21
-10	-8	-44	-5[20 µM]	-0.47	-4	4	-12	9	CC1=NN(C(=O)c2ccc(Cn3nc(C)c([N+](=O)[O-])c3C)cc2)C(O)(C(F)(F)F)C1 (stereo not drawn)
2	-17	6	-24	-0.83	2	2	-17	-3	Cn1c(SCC(=O)Nc2sc3c(c2C#N)CCC3)nnc1C1COc2ccccc2O1 (stereo not drawn)
1	-11	-5	-21[20 µM]	0.26	0	-1	-13	-1	Cc1ccc2[nH]c(=O)c(CN(CCCO)S(=O)(=O)c3c(C)ccc4nsnc34)cc2c1
-9[fluorescence artefact?]	-11	-12	-24[20 µM]	0.042	2	-5	-4	5	COc1cc(-c2ccccc2)nc2ccccc12
14	-3	-17	-15	1.6	6	-4	-11	16	O=C(N/N=C/c1cccc([N+](=O)[O-])c1)c1nc2ccccc2c(=O)[nH]1
10[fluorescence artefact?]	-11	6	-22	0.74	-1[fluorescence artefact?]	1	-6	-1	Cc1nn(-c2nc3ccccc3s2)c(N)c1Sc1ccc(F)cc1

Part of the list above, limited to p47phox inh and EBV gp42 block:
SMILES | p47phox inh | EBV gp42 block
NC(=S)Nc1cccc(-c2n[nH]c(=S)o2)c1 | -8 | -11
Cc1cccc(C)c1-n1c(C)cc(/C=C2\C(=O)NN(c3ccccc3)C2=O)c1C | -16 | -6
Cc1ccc(NC(=O)OCc2ccccc2S(C)=O)cc1 (stereo not drawn) | -13 | -12
CCN(CC)CCCOc1ccc(C)cc1Br | 8 | 7
N#CCSCC(=O)Nc1ccc(F)cc1 | -4 | -22

From PubChem
